# Tat transport: E. coli Tat transport inhibition; E. coli MC4100 TorA-mCherry Tat export, fluorescence; inhibition, % at 10 µM; 340,000 tested, 0.036% active; AID 488895;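 active = mean replicate inhibition at least 50% and at least half of replicates individually reaching 50%; inconclusive = only one of the two criteria met; inactive = neither criterion met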;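 note: exported cargo escapes ClpAP degradation while cytoplasmic cargo is degraded and loses fluorescence; 0% = median of neutral control wells and 100% = median of NaSCN control wells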
# E coli growth: bacterial growth inhibition, counter-screen for AddAB inhibitors. E. coli V3065 growth, OD600 absorbance, 18 h. inhibition, % at 11.9 µM. 330,000 tested, 0.27% active. AID 449728;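 active = inhibition above the campaign's mean inhibition across all tested compounds plus 3 SD, cut at about 9.9% in these data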;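 note: uninfected addAB+ strain grown without phage in ampicillin broth; 0% = DMSO wells and 100% = ciprofloxacin 0.95 µg/ml wells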
# phage Ecoli inh: E. coli growth loss with phage present; inhibition, % at 11.9 µM; 360,000 tested, 0.26% active; AID 651602; growth absorbance; in the data active = inhibition above about 11%
# CAL PDZ inh: inhibitors of human CAL PDZ peptide binding | AID 504414 | 330,000 tested, 0.02% active | inhibition, % at 20 µM | purified CAL PDZ, TMR-peptide fluorescence polarization, 1 h;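 active = highest replicate inhibition of at least 40%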;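 note: plate controls were DMSO neutral control wells for no effect and unlabeled competitor peptide control wells for full effect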
#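 System: purified tagged CAL PDZ domain construct (CerCALP). Schedule: 1 h incubation at room temperature before polarization reading. Medium: 25 mM sodium phosphate pH 7.4, 150 mM NaCl, TCEP, IgG, Thesit. Read-out: percent inhibition from loss of millipolarization. Measured by: FP readout, S and P plane fluorescence. Probe or stimulus: fluorescent TMR peptide probe.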
# Rtt109 HAT inh: blocks Candida albicans Rtt109/Vps75 acetyltransferase activity | Q5AAJ8 | purified Rtt109/Vps75, ThioGlo CoA-SH fluorescence, 4 h | inhibition, % at 34.9 µM | 330,000 tested, 0.16% active | AID 540336;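 active = inhibition of at least 50% in every replicate; inconclusive = best replicate reaches 50% inhibition but some replicates fall short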
# Target sequence (Q5AAJ8 whole entry, looked up): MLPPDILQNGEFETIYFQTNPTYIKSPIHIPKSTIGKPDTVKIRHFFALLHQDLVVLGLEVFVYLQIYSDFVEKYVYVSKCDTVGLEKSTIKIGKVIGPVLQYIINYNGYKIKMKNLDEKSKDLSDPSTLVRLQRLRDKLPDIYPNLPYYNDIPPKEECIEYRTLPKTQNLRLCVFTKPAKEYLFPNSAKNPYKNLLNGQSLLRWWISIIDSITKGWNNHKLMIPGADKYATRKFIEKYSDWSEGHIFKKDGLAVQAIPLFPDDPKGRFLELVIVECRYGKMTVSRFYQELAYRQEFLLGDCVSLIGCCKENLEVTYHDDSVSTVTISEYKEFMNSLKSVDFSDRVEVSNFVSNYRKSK
# PvdQ acylase: P. aeruginosa PvdQ acylase inhibition; purified PvdQ acylase, fluorescence plate reader; inhibition, % at 10 µM; 340,000 tested, 0.063% active; AID 488965; in the data active = inhibition above about 30%, passing the limit was not always enough; inconclusive = no clear call, values can overlap the other calls;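 note: 0% = vehicle neutral wells and 100% = reference inhibitor wells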
# PfHsp90 yeast 2: inhibits growth of yeast expressing Plasmodium falciparum Hsp90; S. cerevisiae expressing PfHsp90, BacTiter-Glo ATP, 48 h; yeast lacking PDR1 and PDR3 efflux regulators; inhibition, % at 9.4 µM; 310,000 tested, 0.32% active; AID 504621;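 active = every replicate shows inhibition above about 80%, whatever the replicate mean, limit read from the data; inconclusive = mean inhibition reaches the set limit but some replicate falls short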;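 note: 0% = DMSO neutral controls and 100% = 20 µM radicicol positive controls; yeast relying on Plasmodium falciparum Hsp90 in place of its own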
# Wnt bcat act: activates Wnt/beta-catenin signaling in a reporter cell assay | activator, plate reader | activation, % at 9.35 µM | 300,000 tested, 1.2% active; in the data active = activation above about 30%, passing the limit was not always enough; inconclusive = no clear call, values can overlap the other calls;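 note: 0% = neutral control wells and 100% = positive control wells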
# DAGLB inh: diacylglycerol lipase beta (human) inhibition. AID 504411. Q8NCG7. 340,000 tested, 0.059% active. HEK293T DAGLB membrane lysate, EnzChek fluorogenic substrate. inhibition, % at 5.17 µM; in the data active = inhibition above about 34%;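 note: 0% = enzyme with vehicle and 100% = wells lacking enzyme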
# Target sequence (Q8NCG7 whole entry, looked up): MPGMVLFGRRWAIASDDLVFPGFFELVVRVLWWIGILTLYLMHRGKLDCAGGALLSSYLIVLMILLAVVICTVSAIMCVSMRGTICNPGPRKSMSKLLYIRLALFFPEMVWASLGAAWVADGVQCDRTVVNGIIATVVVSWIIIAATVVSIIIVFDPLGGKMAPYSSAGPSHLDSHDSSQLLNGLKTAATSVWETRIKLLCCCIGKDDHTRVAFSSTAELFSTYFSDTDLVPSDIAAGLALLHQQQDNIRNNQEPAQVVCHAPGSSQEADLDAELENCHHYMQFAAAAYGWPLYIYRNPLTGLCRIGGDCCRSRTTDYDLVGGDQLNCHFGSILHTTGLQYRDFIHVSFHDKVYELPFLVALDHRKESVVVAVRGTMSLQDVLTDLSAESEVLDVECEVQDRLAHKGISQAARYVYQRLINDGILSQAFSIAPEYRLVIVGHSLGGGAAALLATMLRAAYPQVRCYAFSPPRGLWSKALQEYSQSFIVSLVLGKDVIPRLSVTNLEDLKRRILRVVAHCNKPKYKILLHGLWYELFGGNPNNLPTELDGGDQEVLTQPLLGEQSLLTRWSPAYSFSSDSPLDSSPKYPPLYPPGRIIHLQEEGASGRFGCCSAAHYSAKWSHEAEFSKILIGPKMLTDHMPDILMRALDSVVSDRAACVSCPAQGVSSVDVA
# AddAB inh: less growth of phage-infected E. coli with AddAB | 330,000 tested, 0.29% active | E. coli expressing H. pylori AddAB, absorbance growth | AID 435030 | inhibition, % at 11.9 µM; in the data active = inhibition above about 12%;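 note: 0% = vehicle wells of infected cells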
# Numbers without * were called inactive; ? = inconclusive; / = no result given.
SMILES,Tat transport,E coli growth,phage Ecoli inh,CAL PDZ inh,Rtt109 HAT inh,PvdQ acylase,PfHsp90 yeast 2,Wnt bcat act,DAGLB inh,AddAB inh
O=C(N/N=C/c1ccncc1)c1sc2ccccc2c1Cl,3.6,-2.3,2.4,-1.5,-12.4,-9.5,31.4,2.0,-0.6,-0.9
NS(=O)(=O)c1ccc(CNC(=O)Cc2c(F)cccc2Cl)cc1,2.4,-3.1,3.6,0.1,2.2,-8.3,-12.7,0.3,-0.9,0.7
O=C(COc1ccc(Cl)cc1)OCC(=O)N1CCOCC1,-3.4,-2.9,0.7,0.3,-9.1,-4.6,16.7,-4.5,2.1,1.0
CCOC(=O)N1CCN(Cc2nc3cc(NC(=O)CC)ccc3n2CC)CC1,-4.4,-0.2,-2.3,0.3,4.2,-15.4,8.0,-1.3,0.4,2.1
COc1ccc(OC)c(NC(=O)c2ccc(CSc3ncccn3)cc2)c1,6.9,3.5,2.6,-1.0,2.9,-8.3,11.5,8.7,3.5,0.9
O=C(O)c1cccc(NC(CNS(=O)(=O)c2ccc(Cl)cc2)c2ccccc2)c1 (stereo unspecified),5.2,0.5,2.3,-0.3,/,-6.8,-17.1,1.0,2.8,2.5
CCOC(=O)N1CCN(C(=O)CSCc2ccccc2C)CC1,0.9,-2.6,3.1,-5.9,-16.9,-14.8,13.5,/,-0.1,1.8
COc1ccc(C(C)(C)C)cc1NC(=O)c1ccc2c(c1)SC1=NS(=O)(=O)CCN12,-3.3,-4.4,5.2,-0.9,6.1,-12.5,-20.5,-0.7,-2.8,1.2
Cc1nccc(-c2ccc(-n3cnc4ccccc43)cc2)n1,-0.8,-0.1,2.0,-3.0,9.2,0.5,5.3,/,3.5,-0.2
O=C(Oc1cccc(/C=N/Nc2nc(Nc3ccccc3)nc(N3CCOCC3)n2)c1)c1ccco1,-3.6,0.6,1.4,-3.6,0.5,1.1,-6.9,-1.3,-3.1,0.1
CCO[C@@H]1OC(C(=O)N2CCCCCCC2)=C[C@H](c2csc3ccccc23)[C@H]1CCCO,13.9,-2.1,2.5,0.0,8.6,-6.9,-1.2,-2.7,0.1,-0.3
CCC(Sc1nc(=O)cc(N)n1-c1cccc(C)c1)C(=O)Nc1cc(C)on1 (stereo unspecified),-5.6,-0.6,0.9,-1.6,14.9,6.0,6.4,/,-0.8,-0.3
NC(=O)c1ccc[n+](CC(=O)Nc2ccccc2C(=O)O)c1,-2.3,-2.3,1.8,0.4,-4.8,4.9,0.8,-1.2,-1.1,-1.8
O=C(Cn1cnc2c(NCc3ccccc3)ncnc21)NCc1nc2ccccc2[nH]1,-0.5,-0.9,5.3,0.0,0.7,-7.5,3.6,3.6,-0.5,-0.1
CN(C)S(=O)(=O)c1ccc(Cl)c(NC(=O)COC(=O)CNS(=O)(=O)c2c(F)cccc2F)c1,2.7,/,0.6,-0.2,-6.2,-15.9,-10.1,0.2,1.4,/
Cc1ccc(S(=O)(=O)NN)c(C)c1N1CCCC1=O,-4.1,-1.5,4.4,-2.3,-6.3,7.6,-1.4,2.0,-1.5,0.7
CCOC(=O)C1(C)/C(=N/Nc2ccc(S(N)(=O)=O)cc2)C(=O)C(=O)N1c1ccccc1 (stereo unspecified),-5.4,-1.5,3.9,1.7,-3.1,0.1,9.6,-0.4,13.4,1.2
CN1CCN(NC(=O)c2ccc(S(=O)(=O)N3CCCCCC3)cc2)CC1,-6.4,1.1,2.0,0.2,-1.1,8.2,0.4,0.2,0.2,0.0
Cc1cc(NC(=O)CSc2nc(-c3cccs3)cc(C(F)(F)F)n2)no1,-7.9,-0.4,1.5,-0.7,4.1,8.3,5.0,/,1.4,-0.9
CCCc1nnc(SCC(=O)NC2CC2)n1CC,10.6,-0.9,0.8,-3.4,4.3,-6.6,17.5,-1.7,-2.0,3.3
O=C(NCc1ccccc1Cl)C1CCCN(S(=O)(=O)c2cccc3nsnc23)C1 (stereo unspecified),-1.8,-3.0,2.2,-3.7,19.1,10.1,4.5,-2.5,2.5,2.3
Cc1cc(NC(=O)Cn2c(=O)c3c(ncn3CC(C)C)n(Cc3ccccc3)c2=O)no1,-8.8,0.4,4.0,/,-0.1,-12.0,/,-1.8,-0.3,4.3
Cc1cc(C(=O)OCC(=O)NCc2ccc(F)cc2)c2ccccc2n1,4.1,0.9,1.3,-1.7,-5.2,-12.4,34.7,-0.8,-0.5,1.2
Clc1ccc(Oc2cnns2)cc1Cl,8.4,0.7,4.8,-0.4,-15.7,5.6,-12.0,-0.4,-1.2,-1.8
Oc1c(/C=N/c2ncn[nH]2)ccc2ccccc12,0.7,2.1,3.8,19.8,-2.9,-15.4,-12.2,/,1.8,2.6
CC(NC(=O)C1CCN(C(=O)c2ccc(F)cc2)CC1)c1ccc(S(N)(=O)=O)cc1 (stereo unspecified),8.4,-0.4,2.7,-0.1,-0.6,-26.5,-1.7,-4.0,-0.4,-0.7
CSc1nnnn1-c1c(C)cccc1C,2.5,-1.5,3.2,-0.6,13.8,0.4,7.4,0.1,-3.6,4.7
C=C(C)CNC(=S)NNC(=O)c1ccc(Br)cc1,4.8,-1.0,3.8,-0.2,1.3,-5.2,-25.1,-0.1,0.9,0.7
O=C(O)c1ccc(/C=N/n2c(C3CCCCC3)n[nH]c2=S)cc1,-4.2,-2.8,-0.7,0.4,5.1,-8.0,33.8,-2.2,-1.2,0.7
CCOC(=O)c1sc(NS(=O)(=O)c2ccccc2)nc1C,-13.9,1.7,1.6,-0.4,-7.1,-10.4,10.2,-2.0,2.7,1.1
COc1cccc(CNC(=O)CCC2CCCN(C(=O)CCc3c(C)noc3C)C2)c1 (stereo unspecified),-8.6,-2.3,-0.6,-2.5,15.2,9.7,/,-0.9,-0.6,-2.0
COC(=O)c1ccc2nc(C)cc(Nc3ccc(N(C)C)cc3)c2c1,4.5,-0.1,3.3,0.9,6.8,-3.9,11.3,1.2,6.9,0.2
O=C(C1CCCN1S(=O)(=O)c1ccc(Cl)cc1)N1CCN(c2ccccc2)CC1 (stereo unspecified),-7.8,-3.7,2.9,-0.1,1.4,8.5,-0.3,-3.1,0.4,-0.2
CC1CN(c2cc(=O)n(Cc3ccc(F)cc3)c(=O)[nH]2)CC(C)O1 (stereo unspecified),-8.3,3.8,3.3,0.0,1.1,-5.3,-1.2,-6.3,2.4,-1.3
Cc1ccccc1NC(=O)Cn1c(=O)oc2ccccc21,26.5,2.5,0.2,-1.3,3.8,5.1,2.7,3.0,-0.2,1.1
CC(=O)Nc1cccc(OCC(=O)NC(C)C(C)C)c1 (stereo unspecified),-0.7,1.6,1.2,0.5,5.8,-12.4,-33.7,/,2.6,0.0
COc1ccccc1/C=C/C(=O)OCC(=O)c1c[nH]c2ccccc12,-6.4,6.7,2.3,-1.2,-8.8,-11.6,-14.5,8.5,-8.4,4.1
CCOc1ccc(N)cc1OC,5.8,-3.1,0.3,0.7,7.0,-12.1,1.5,1.1,3.0,4.8
COc1ccc(Cc2nnc(NC(=O)CSc3ccccc3)s2)cc1,-1.7,-1.2,2.0,0.1,-3.4,2.3,2.1,/,2.0,2.0
COc1ccc(C)cc1NC(=O)CN1C(=O)c2ccccc2S1(=O)=O,4.5,-2.5,0.0,0.0,-12.1,-16.1,-15.5,-3.2,-5.3,-0.6

# Six structures from above, ordered by count of non-hydrogen atoms, smallest number first:
SMILES,Tat transport,E coli growth,phage Ecoli inh,CAL PDZ inh,Rtt109 HAT inh,PvdQ acylase,PfHsp90 yeast 2,Wnt bcat act,DAGLB inh,AddAB inh
Clc1ccc(Oc2cnns2)cc1Cl,8.4,0.7,4.8,-0.4,-15.7,5.6,-12.0,-0.4,-1.2,-1.8
CC(=O)Nc1cccc(OCC(=O)NC(C)C(C)C)c1 (stereo unspecified),-0.7,1.6,1.2,0.5,5.8,-12.4,-33.7,/,2.6,0.0
CCOC(=O)c1sc(NS(=O)(=O)c2ccccc2)nc1C,-13.9,1.7,1.6,-0.4,-7.1,-10.4,10.2,-2.0,2.7,1.1
COc1ccc(C)cc1NC(=O)CN1C(=O)c2ccccc2S1(=O)=O,4.5,-2.5,0.0,0.0,-12.1,-16.1,-15.5,-3.2,-5.3,-0.6
O=C(C1CCCN1S(=O)(=O)c1ccc(Cl)cc1)N1CCN(c2ccccc2)CC1 (stereo unspecified),-7.8,-3.7,2.9,-0.1,1.4,8.5,-0.3,-3.1,0.4,-0.2
COc1cccc(CNC(=O)CCC2CCCN(C(=O)CCc3c(C)noc3C)C2)c1 (stereo unspecified),-8.6,-2.3,-0.6,-2.5,15.2,9.7,/,-0.9,-0.6,-2.0

# The list goes on:
SMILES,Tat transport,E coli growth,phage Ecoli inh,CAL PDZ inh,Rtt109 HAT inh,PvdQ acylase,PfHsp90 yeast 2,Wnt bcat act,DAGLB inh,AddAB inh
CCc1cc2c(COC(=O)c3cc(S(=O)(=O)N4CCOCC4)ccc3F)cc(=O)oc2cc1O,6.3,-2.3,-0.1,0.9,-2.4,-0.1,-22.5,4.9,1.5,0.3
Cc1cc(C)c(C)c(S(=O)(=O)N[C@@H](C)C(=O)OC(C)C(=O)NC(N)=O)c1C (stereo partly specified),-0.4,-1.2,1.2,-0.6,-1.0,-13.4,-10.5,0.5,-0.4,-1.6
Cc1cc(C)c(NC(=O)CN(C)C(=O)c2ccc(OCc3ccccc3)cc2)c(C)c1,-1.6,-2.5,1.4,0.6,-7.4,-10.5,18.9,23.5,-1.9,-0.5
COc1ccccc1N1CCN(CC(=O)Nc2ccc3c(c2)OCCO3)CC1,?,2.2,1.8,-3.6,-4.3,11.5,24.4,5.1,-1.4,3.1
O=C(/C=C/c1ccco1)Nc1cc(Cl)ccc1C(=O)O,0.1,0.1,2.1,-0.7,10.3,5.9,17.9,/,10.5,3.5
O=C(COC(=O)c1cn(-c2ccccc2)nc1-c1cccnc1)NC1CC1,-1.7,-0.8,0.4,-3.1,-0.3,-5.9,5.5,-2.0,0.4,-1.4
COc1ccc(S(=O)(=O)N(C)CC(=O)NCCCN2CCOCC2)cc1C,-3.5,/,2.2,0.7,-3.0,-18.5,23.8,23.4,-0.6,/
O=C(NCC1(N2CCOCC2)CCCCC1)c1ccc(S(=O)(=O)Nc2ccccc2F)cc1,-7.3,2.6,1.8,-2.7,-2.9,0.6,18.5,-1.2,1.0,2.1
CN1OC[C@@H]2CN(C(=O)C(C)(C)C)[C@H](c3cccc(-c4ccccc4)c3)C[C@@H]21,-2.7,/,1.4,-0.2,-8.5,-10.3,4.6,1.5,-1.5,/
CCC(CC)C(=O)Nc1ccc(-c2cn3cccnc3n2)cc1,-1.0,-0.8,0.8,0.6,-4.3,-41.1,3.0,7.8,-2.9,2.4
CCOC(=O)c1ccc(NC(=O)CNC(=O)c2ccccc2)cc1,9.7,2.4,4.3,-1.9,-4.1,0.4,/,-5.6,-3.9,1.8
COc1ccc(CC(=O)Oc2ccc(F)cc2)cc1,-7.1,1.7,1.6,0.1,9.4,-14.5,-12.4,0.4,-3.9,-0.9
